Screens (PubChem BioAssay)
G9a inh: inhibitors of human histone lysine methyltransferase G9a; G9a H3K9 monomethylation, AlphaScreen, 2 h; Potency, µM (top dose mostly 102 µM), for inactives: at the highest dose activity, negative = inhibition, actives largely listed as inhibitors; 350,000 tested, 8.8% active; Q96KQ7; further: potency means the concentration at half of the fitted maximal effect; on the % scale 0 is the no-effect control and ±100 the full control effect; nearly all actives have a fitted effect of over 75% in size
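AlphaScreen read-out: biotin-H3K9 peptide (500 nM) methylation by 20 nM enzyme with 20 uM SAM, 2 h at room temperature after 15 min compound preincubation; anti-monomethyl H3K9 antibody plus donor/acceptor beads, 10 min dark.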
JMJD2A Tudor: blocks the human JMJD2A Tudor domain. Potency, µM (series often up to 114 µM), inactives show at the highest dose activity change, negative = inhibition, most hits filed as inhibitors. AlphaScreen JMJD2A-Tudor / H3K4me3 peptide binding. 390,000 tested, 4.4% active. O75164; further: potency means the concentration at half of the fitted maximal effect; on the % scale 0 is the no-effect control and ±100 the full control effect; nearly all actives have a fitted effect of over 50% in size
BAZ2B inh: BAZ2B (human) inhibition. Q9UIF8. AlphaScreen BAZ2B-H3K14Ac peptide displacement. Potency, µM (doses to about 114 µM), for inactives: at the top dose activity change, negative = inhibition, actives largely listed as inhibitors. 360,000 tested, 4.4% active. AID 504333; further: potency means the concentration at half of the fitted maximal effect; on the % scale 0 is the no-effect control and ±100 the full control effect; nearly all actives have a fitted effect of over 60% in size
Target sequence (Q9UIF8 whole entry, looked up): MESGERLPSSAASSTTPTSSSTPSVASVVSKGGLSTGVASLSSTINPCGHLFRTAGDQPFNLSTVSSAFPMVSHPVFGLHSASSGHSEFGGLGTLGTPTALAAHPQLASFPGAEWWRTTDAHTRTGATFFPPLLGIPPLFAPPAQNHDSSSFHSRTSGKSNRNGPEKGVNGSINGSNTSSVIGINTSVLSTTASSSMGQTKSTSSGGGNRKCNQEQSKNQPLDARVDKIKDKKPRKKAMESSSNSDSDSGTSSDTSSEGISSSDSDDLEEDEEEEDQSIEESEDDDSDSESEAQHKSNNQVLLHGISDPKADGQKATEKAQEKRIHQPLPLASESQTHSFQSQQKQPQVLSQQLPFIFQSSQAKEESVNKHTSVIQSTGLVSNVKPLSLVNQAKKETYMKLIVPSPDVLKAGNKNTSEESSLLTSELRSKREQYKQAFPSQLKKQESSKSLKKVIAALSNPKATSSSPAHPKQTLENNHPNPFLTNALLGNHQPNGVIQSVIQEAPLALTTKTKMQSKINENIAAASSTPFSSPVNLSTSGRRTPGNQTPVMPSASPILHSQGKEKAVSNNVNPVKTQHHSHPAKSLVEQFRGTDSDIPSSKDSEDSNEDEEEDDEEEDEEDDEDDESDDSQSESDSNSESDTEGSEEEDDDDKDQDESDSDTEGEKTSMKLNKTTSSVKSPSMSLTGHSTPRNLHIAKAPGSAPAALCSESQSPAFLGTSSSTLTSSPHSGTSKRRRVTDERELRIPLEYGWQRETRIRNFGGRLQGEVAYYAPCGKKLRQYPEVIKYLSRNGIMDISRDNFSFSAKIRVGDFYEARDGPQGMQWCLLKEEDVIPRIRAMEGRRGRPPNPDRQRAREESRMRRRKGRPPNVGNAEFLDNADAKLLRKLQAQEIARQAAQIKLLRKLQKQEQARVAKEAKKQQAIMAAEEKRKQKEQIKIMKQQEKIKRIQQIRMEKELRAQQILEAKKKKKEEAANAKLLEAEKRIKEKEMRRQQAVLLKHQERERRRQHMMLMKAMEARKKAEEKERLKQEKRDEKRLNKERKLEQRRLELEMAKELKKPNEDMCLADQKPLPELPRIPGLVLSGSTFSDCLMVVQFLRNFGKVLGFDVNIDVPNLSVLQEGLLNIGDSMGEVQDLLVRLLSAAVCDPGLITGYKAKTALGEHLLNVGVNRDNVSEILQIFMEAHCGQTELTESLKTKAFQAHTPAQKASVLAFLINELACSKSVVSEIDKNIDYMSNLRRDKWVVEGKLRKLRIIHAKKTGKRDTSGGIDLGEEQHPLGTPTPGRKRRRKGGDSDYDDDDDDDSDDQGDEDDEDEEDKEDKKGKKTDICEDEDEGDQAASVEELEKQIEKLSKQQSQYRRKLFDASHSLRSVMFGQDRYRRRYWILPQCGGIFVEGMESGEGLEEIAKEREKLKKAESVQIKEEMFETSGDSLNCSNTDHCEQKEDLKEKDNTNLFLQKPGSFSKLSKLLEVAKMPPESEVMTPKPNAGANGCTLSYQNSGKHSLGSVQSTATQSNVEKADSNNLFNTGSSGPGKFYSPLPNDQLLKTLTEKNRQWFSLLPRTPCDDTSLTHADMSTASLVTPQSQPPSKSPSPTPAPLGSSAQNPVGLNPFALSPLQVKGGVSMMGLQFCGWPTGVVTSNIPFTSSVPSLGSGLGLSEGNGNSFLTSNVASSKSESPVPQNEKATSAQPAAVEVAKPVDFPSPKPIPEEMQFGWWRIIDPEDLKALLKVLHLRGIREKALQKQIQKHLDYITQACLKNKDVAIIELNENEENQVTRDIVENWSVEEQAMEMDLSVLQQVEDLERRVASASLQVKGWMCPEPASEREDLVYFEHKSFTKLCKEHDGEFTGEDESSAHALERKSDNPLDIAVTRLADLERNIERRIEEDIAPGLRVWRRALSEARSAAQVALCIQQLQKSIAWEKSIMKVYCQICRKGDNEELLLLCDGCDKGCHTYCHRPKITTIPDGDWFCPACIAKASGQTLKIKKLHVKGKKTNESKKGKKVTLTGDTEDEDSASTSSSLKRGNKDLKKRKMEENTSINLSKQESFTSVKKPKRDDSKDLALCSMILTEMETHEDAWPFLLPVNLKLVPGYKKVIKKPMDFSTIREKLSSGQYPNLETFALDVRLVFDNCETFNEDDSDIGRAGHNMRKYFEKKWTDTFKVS
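AlphaScreen luminescence quantifies BAZ2B engagement of H3K14Ac peptide; the protein and biotinylated peptide are both at 50 nM final, buffer PBS pH 7.4 with 0.01% Tween-20, all steps at room temperature.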
Tb PGK inh: inhibitors of T. brucei phosphoglycerate kinase | PGK/GAPDH coupled, Kinase-Glo luminescence, 60 min | Potency, µM (series often up to 57.5 µM), without a hit: top-dose activity change, negative = inhibition, usual class: inhibitors | 380,000 tested, 0.043% active; further: potency means the concentration at half of the fitted maximal effect; on the % scale 0 is the no-effect control and ±100 the full control effect; nearly all actives have a fitted effect of over 60% in size
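Recombinant glycosomal PGK reaction used 1,3-bisphosphoglycerate generated in-well by GAPDH (100nM final) in 100mM TEA pH 7.6, 5mM MgCl2, 0.01% Tween-20. After 60 minutes at room temperature, ATP was read by Kinase-Glo Plus luminescence end-point.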
ERG-DNA inh: ERG Ets/DNA interaction inhibition; P11308; 370,000 tested, 0.028% active; AID 624246; fluorescence polarization, His-ERG Ets domain / labelled DNA; Potency, µM (doses to about 76.9 µM), without a hit: at the highest dose FP activity, negative = inhibition, usual class: inhibitors; active means well fitted inhibition curve with a large enough effect in the polarisation, with a control signal flat; inconclusive means small, poorly fitted or top-dose-only effect, or effect the other way, or a change in a side signal; inactive means no such curve, though single readings can be large or run the other way; the % refers to the polarisation;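 further: polarization taken with two DNA probes labelled with fluorescein and Texas red; potency means the concentration at half of the fitted maximal effect; % of control where 0% means no effect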
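His-tagged ERG Ets domain (1 uM in the protein solution; 300mM KCl, 50mM Tris-HCl, 1mM EDTA, 1mM DTT, pH 7.5) received compound, then a probe mix of 5 nM fluorescein-DNA and 100nM Texas-615-DNA. Fluorescence polarization was read for both dyes.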
GLS inh: glutaminase GLS (human) inhibition; O94925; GLS enzymatic activity, qHTS titration; Potency, µM (doses to about 45.5 µM), inactives show at the highest dose activity change, negative = inhibition, usual class: inhibitors; 410,000 tested, 0.21% active; further: potency means the concentration at half of the fitted maximal effect; on the % scale 0 is the no-effect control and ±100 the full control effect
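Glutamate formation by hKGA was monitored fluorometrically using coupled glutamate oxidase, HRP and Amplex Red. Substrate was added as 1 mM L-glutamine solution; incubation was 30 min at RT after an initial read.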
PI4K2A inh: inhibitors of human PI4K2A. Q9BTU6. purified PI4K2A, ADP-Glo luminescence, 1 h; hits give low values. activity change, negative = inhibition, % at 76.9 µM. 420,000 tested, 0.13% active. AID 1346378; in the data active means activity change below about -50%; inconclusive means mostly about -30% to -49%;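 further: -100% = wells without enzyme as full effect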
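PI4K2A activity was measured by ADP-Glo luminescence: enzyme (4 ug/mL stock) and phosphatidylinositol (1.2 mM stock) in Tris pH 7.5/MgCl2/EGTA/Triton X-100 buffer were reacted with ATP (300 microM stock) for one hour at ambient temperature.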
HP1b binding inh: inhibitors of HP1-beta chromodomain binding to methylated histone tails | AID 540317 | 390,000 tested, 0.56% active | P83916 | AlphaScreen HP1-beta / biotin-H3K9me3 peptide binding | Potency, µM (top dose mostly 114 µM), without a hit: at the top dose activity change, negative = inhibition, usual class: inhibitors; further: potency means the concentration at half of the fitted maximal effect; nearly all actives have a fitted effect of over 70% in size; inactives centre near 23
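AlphaScreen: HP1-beta (50 nM) preformed 30 min with biotin-H3(1-18)K9me3 peptide (50 nM) in PBS pH 7.4, 0.01% Tween-20. Compound added for 30 min at RT, then streptavidin donor/nickel chelate acceptor beads (10 ug/mL) for 30 min.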
Pin1 inh: inhibitors of human Pin1 | 390,000 tested, 0.009% active | Potency, µM (top dose mostly 115 µM), inactives show top-dose activity, negative = inhibition, usual class: inhibitors | Pin1 FP peptide displacement, HiFluor488, 10 min | AID 504891; active means well fitted inhibition curve with a large enough effect in the polarisation, with a control signal flat, not every such curve was filed as active; inconclusive means small, poorly fitted or top-dose-only effect, or effect the other way, or a change in a side signal; inactive means no such curve, though single readings can be large or run the other way; the % refers to the polarisation; further: potency means the concentration at half of the fitted maximal effect; on the % scale 0 is the no-effect control and ±100 the full control effect
* marks the source's active call; other numbers are inactive results; i = inactive; ? = inconclusive; · = no result given; [ ] = another dose, or the depositor's remark. Unless noted, the call rests on the fitted dose curve; in most records, active means well fitted curve in the direction sought with a large enough effect; inconclusive means small, poorly fitted or top-dose-only effect, or another doubt; inactive means no such curve, though single readings can be large; an effect the other way counts as inactive or inconclusive.

nr | compound | G9a inh | JMJD2A Tudor | BAZ2B inh | Tb PGK inh | ERG-DNA inh | GLS inh | PI4K2A inh | HP1b binding inh | Pin1 inh
1 | COc1ccc(C(=O)NCCNC(=O)c2cc(OCC(F)(F)F)ccc2OCC(F)(F)F)cc1 | 13%[59 µM] | -12% | 7% | 0% | 5% | 10% | 11 | 39% | 7%
2 | CCOC(CCNC(=O)c1cc(-c2cccs2)nc2ccccc12)OCC | 8% | 12% | 0% | -2% | -15% | 1% | -4 | 44%[activator] | -2%
3 | COc1cccc(CCC(=O)Nc2cccc(S(=O)(=O)N3CCCC3)c2)c1OC | 1%[12.7 µM] | -22% | -22% | -5% | 5% | 4% | 3 | 23% | -4%
4 | Cc1ccc(-n2ncc3c(Nc4ccc(Oc5ccccc5)cc4)ncnc32)cc1 | 11%[59 µM] | -2% | -1% | -5% | -1% | -2% | 2 | 5% | 3%
5 | CCCCCCC(NC(=O)c1ccc(C)cc1)C(=O)O (stereo not drawn) | · | -25% | · | -2% | -6% | 0% | 3 | 22% | -1%
6 | COc1ccc(-c2csc(N3N=C(C)C(C)C3=O)n2)cc1 (stereo not drawn) | -41% | -13% | -13% | -6% | 8% | 3% | -3 | 27% | -5%
7 | CN(C)Cc1c(OC(=O)c2ccc(N)cc2)ccc2ccccc12 | · | -26% | · | 0% | -3% | 8% | -1 | 7%[57 µM] | -2%
8 | O=C(COC(=O)c1ccc(Cl)nc1)NC1CCCc2ccccc21 (stereo not drawn) | · | 4% | · | i | -2% | 5% | 2 | 44%[activator] | 4%
9 | O=c1[nH]cnc2scc(-c3ccc(-c4ccccc4)cc3)c12 | 8% | -17% | 0% | -3% | -8% | -6% | -10 | 27% | 0%
10 | CCOc1ccc(C(=O)N2CCCC2)cc1 | 5%[59 µM] | -17% | 0% | · | -2% | 4% | 5 | 14% | ?
11 | O=C(O)c1ccc(NS(=O)(=O)c2cc(C(=O)O)ccc2Br)cc1 | ? | -7% | -4% | 2% | 1% | 12% | 0 | 20% | -13%
12 | CCSc1ccccc1C(=O)N1CCN(c2nc3ccccc3s2)CC1 | -8%[59 µM] | -24% | ? | -9% | -1% | -25% | -3 | -1% | ?
13 | COc1ccc(OC)c(NC(=O)NCCc2c[nH]c3ccccc23)c1 | 79µM* | -32% | ? | -2% | 18% | 6% | 11 | -13% | 11%
14 | COc1ccc(C(=O)c2sc(Nc3ccccc3)nc2C)cc1 | 1% | -9% | -26% | 12% | -7% | 3% | -17 | 29% | ?
15 | Cn1cc(C(=O)N2CCCCC2)c(=O)c2cc(S(=O)(=O)N3CCCC3)ccc21 | 17% | -17% | -17% | -9% | -7% | 0% | -7 | 22% | -6%
16 | O=C(CN1C(=O)NC2(CCCCCCC2)C1=O)NCc1ccccc1Cl | -5%[2.33 µM] | -5% | 7% | -10% | 3% | -6% | -1 | 54%[activator] | 3%
17 | O=C(CCC1COc2ccccc2O1)NCc1ccccc1 (stereo not drawn) | -2% | -8% | -7% | -9% | -6% | -15% | 0 | 10% | 3%
18 | CCN(CC)CCNC(=O)c1ccc(NC(=O)c2ccc(COc3ccccc3)cc2)cc1 | -7% | -33% | -31% | -7% | -5% | -4% | -9 | 1% | 4%
19 | COc1ccc(N2CCN(Cc3nc4sc(C)c(C)c4c(=O)[nH]3)CC2)cc1 | -3%[59 µM] | ? | ? | i | 2% | -9% | 1 | -5% | 4%
20 | Cc1cc(F)ccc1NC(=O)c1cnccn1 | -25% | 6% | 8% | -4% | -6% | 10% | -4 | 45%[activator] | 3%
21 | COC(=O)c1c(NC(=O)c2ccc(S(=O)(=O)N3CCCC(C)C3)cc2)sc2c1CCN(C(C)C)C2 (stereo not drawn) | -4%[59 µM] | -11% | 1% | 4% | -3% | 2% | 6 | 39%[activator] | ?
22 | NC(=O)C1CCN(S(=O)(=O)c2cc3c(cc2Cl)NC(=O)CO3)CC1 | -2%[59 µM] | -8% | 2% | -3% | -3% | -8% | 1 | ? | -1%
23 | FC(F)(F)c1cc(-c2ccccc2)nc2ncnn12 | -12%[59 µM] | -9% | -2% | -8% | · | 0% | 1 | 7% | 0%
24 | CCOC(=O)c1ccccc1NC(=O)CN1CCCN(Cc2cc(C)ccc2C)S1(=O)=O | 23%[59 µM] | 5% | -5% | -8% | 2% | 5% | -2 | 73%[activator] | -1%
25 | Cc1ccc(-n2nc3c(=O)n(CC(=O)NCc4ccccc4Cl)nc(C)c3c2C)cc1 | 49%[activator] | -9% | -2% | -4% | -1% | -10% | 10 | 40%[activator] | -3%
26 | O=C(Nc1ccc2ccccc2n1)Nc1ccccc1F | -2% | 11% | 2% | 8% | 3% | -1% | -2 | 11% | -4%
27 | COc1ccc(/C=N/Nc2cc(C)nc(N3CCOCC3)n2)c(OC)c1 | 5% | -13% | -13% | 1% | -7%[15.4 µM] | 0% | 0 | 9% | 0%
28 | Cc1ccccc1NC(=S)NC(=O)COc1ccccc1C | · | 43%[activator] | 6% | i | 9% | 6% | -5 | 34% | -6%
29 | CC(C)Oc1ccc(C(=O)N2CC(=O)Nc3ccc(F)cc3C2c2ccc(F)cc2)cc1 (stereo not drawn) | -9%[59 µM] | -32% | -19% | -6% | 3% | 6% | 1 | 1% | -1%
30 | CN1CCN(C(=O)c2ccccc2NC(=O)c2ccccc2Br)CC1 | 18% | -4% | 0% | 3% | -5% | 0% | 3 | 23% | 1%
31 | CCOC(=O)Cn1cnc2c(nnn2-c2ccc(C)cc2)c1=O | -2% | -7% | 1% | -2% | -10% | 11% | -6 | 8% | -19%
32 | CCn1nc(C(=O)OCC(=O)Nc2ncc(Cl)c(C)c2Cl)c2ccccc2c1=O | 50µM* | ? | ? | -2% | 10% | -10% | -2 | -15% | -14%
33 | Cc1ccc2nc(-c3sc4nc(C)ccc4c3N)[nH]c2c1 | ? | -32% | 1% | i | -8% | -11% | -1 | 32% | 2%
34 | CN1CCC(=NNC(=O)C(=O)NC2CCCCC2)CC1 | -13% | ? | -12% | -2%[11.5 µM] | · | 8% | 1 | 8% | -15%
35 | CCC(Sc1ccc2nnc(-c3cccnc3)n2n1)C(=O)O (stereo not drawn) | 50µM* | -45% | -6% | i | -8% | -16% | -14 | 23% | -3%
36 | Cc1cc(Cl)c(OCCCn2ccnc2)c(Br)c1 | ? | 22µM* | 50µM* | 5% | 3% | 3% | 6 | ? | 0%
37 | O=C(COC(=O)c1cncc(Br)c1)NCc1ccccc1 | -38% | -5% | -6% | -6% | 4% | 2% | -4 | 37% | -10%
38 | Cc1cc(C)cc(NC(=O)CCS(=O)(=O)c2ccc3c(c2)oc(=O)n3C)c1 | -8%[59 µM] | -9% | 9%[57.1 µM] | -3% | -1% | 6% | -17 | 17% | -2%
39 | O=C(CSc1nc2ccccc2o1)N/N=C/c1ccccc1C(=O)O | -9% | -15%[11.4 µM] | -11% | -9% | -11% | 62%[activator] | -3 | 17% | -8%
40 | COc1ccc(OC)c(NC(=O)CSc2nnc(-c3cccnc3)s2)c1 | -31% | -12% | -12% | -4% | -5% | -11% | -6 | 46%[activator] | -9%
41 | N/C(=N\OC(=O)CCC1CCCC1)c1cccc([N+](=O)[O-])c1 | -8% | -21% | 7% | 7% | -5% | 7% | 0 | 2% | 4%
42 | Nc1ccccc1O | -2%[0.501 µM] | -19% | -23% | 6% | ? | 40%[activator] | -19 | 2% | 0%
43 | COCCOC1CCN(C(=O)C2CCC(=O)N(CCc3ccccc3)C2)CC1 (stereo not drawn) | · | -8% | 17% | -1% | 15% | 2% | 4 | 22% | 1%
44 | COc1ccc(N2CCN(C3CCCN(Cc4cccc(C)c4)C3)CC2)cc1 (stereo not drawn) | · | -35% | ? | -4% | 5% | 24% | 6 | 11% | 3%
45 | Cc1ccc(N2C(=O)N(CC(=O)Nc3ccc(F)c(F)c3)C(=O)C2C)cc1 (stereo not drawn) | -6% | -4% | -6% | 2% | 0% | 0% | -2 | 22% | -5%
46 | CC(C)(C)NC(=O)NC(=O)CSc1nnc(COc2ccccc2Cl)o1 | ? | -12% | -36% | -6% | -3% | 6% | -3 | 23% | 3%
47 | Cc1csc2nc(COC(=O)c3ccccc3NC(=O)COc3ccccc3F)cc(=O)n12 | -1%[12.7 µM] | -16% | ? | -2% | 0% | 9% | 3 | 36% | 30%
48 | COCCCNC(=O)CC1C[C@H](C(=O)N2CCOCC2)[C@@]2(CCC3CCCC3)c3[nH]c4ccc(OC)cc4c3CCN2C1=O (stereo partly drawn) | · | -19% | · | -1% | -2% | 7% | 6 | 2% | -6%
49 | CCCCC1=C([O-])C2N=CC=CC2=[N+](c2ccccn2)C1=O (stereo not drawn) | 12%[59 µM] | -1% | 7% | -3% | · | 3% | 2 | 35% | -6%
50 | COc1ccc(C)cc1NC(=O)CSc1ccc(Cl)cc1 | 68%[activator][59 µM] | 100%[activator] | 55%[activator] | -2% | -7% | -15% | 4 | 156%[activator] | 1%
51 | CC(C)(CNS(=O)(=O)c1ccc(F)cc1)CNS(=O)(=O)c1ccc(F)cc1 | 2%[59 µM] | -2% | 1% | 0% | -2% | -1% | 7 | 48%[activator] | ?
52 | COc1ccc2c(C(=O)CN3CCN(c4ccccc4)CC3)c[nH]c2c1 | -19% | -32% | 5% | 5% | 11% | 5% | 1 | 4% | ?
